ARNT-TACC3 inh: disruptors of human ARNT/TACC3 interaction; inhibition, % at 9.99 µM; AID 623870; Q9Y6A5; AlphaScreen His-ARNT PAS-B/GST-TACC3 binding, luminescence; TACC3 fragment carries E629A point mutation; 0.66% of 390,000 active;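 active = mean inhibition of replicates at least 50% and at least half of replicates each reaching 50%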;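 note: 0% = complete ARNT plus TACC3 wells and 100% = ARNT alone without TACC3; many hits fall short of the cut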
INS-1E GSIS act: primary screen for activators of insulin secretion dependent on glucose, INS-1E cells, GLuc reporter luminescence; INS-1E GLuc reporter insulin secretion, 2-3 h; activation, % at 16.6 µM; 0.61% of 370,000 active;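 active = lowest replicate activation of at least 40%, so every replicate reaches that level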;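 note: 0% = median of neutral control wells and 100% = median of IBMX positive control wells; some compounds called inactive have numbers as strong as hits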
PGC1a acetyl inh: modulators of PGC1a acetylation; U2OS PGC1a acetylation, AlphaScreen anti-acetyl-lysine; with virally co-expressed GCN5 acetyltransferase; inhibition, % at 15.6 µM; 0.17% of 350,000 active; AID 651687;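 active = every replicate shows inhibition of at least 40%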;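 note: 0% = neutral control wells and 100% = positive control wells; some results beyond the cut were filed as inactive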
C2C12 statin: protects C2C12 myotubes from simvastatin toxicity. ATP luminescence, 48 h; scaled: DMSO 0, geranylgeraniol control 100. rescue of ATP level, % at 7.49 µM. 0.78% of 330,000 active. AID 602340;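 active = mean ATP rescue above about 67%, or every replicate alone reaching that limit, limit read from the data, passing the limit was not always enough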;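 note: myotubes were challenged with 10 µM simvastatin during compound exposure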
PAX8 reporter: PAX8 transcriptional activity inhibition; RMG-I TPO-luciferase reporter, SteadyGlo, 24 h; inhibition, % at 12.6 µM; 1.2% of 360,000 active;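 active = mean replicate inhibition at least 60% with every replicate also reaching 60%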;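 note: luciferase light reporting Pax8 driven TPO promoter activity; plate controls were median of neutral control wells for no effect and mitoxantrone controls for full effect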
PglD DTNB: inhibitors of Campylobacter jejuni PglD acetyltransferase; purified PglD enzyme, DTNB colorimetric CoA detection; 0.098% of 360,000 active; AID 602405; inhibition, % at 12.5 µM; in the data active = inhibition above about 16%, passing the limit was not always enough; note: strong numbers were not always called active
LGR2 inh: blocks bursicon-induced cAMP signaling via Drosophila LGR2 | HEK293 LGR2, CRE-luciferase, bursicon-stimulated, 4 h | inhibition, % at 9.99 µM | 0.35% of 380,000 active;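 active = drop in luminescence signal, shown as inhibition above about 50% in the replicate tests, limit read from the data, passing the limit was not always enough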;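 note: agonist challenge used bursicon conditioned medium at about half maximal strength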
Cneo AK release: Cryptococcus neoformans lysis via adenylate kinase release; C. neoformans lysis, adenylate kinase release luminescence, 4 h; normalised: neutral wells 0, clomiphene wells 100; lysis activity, % at 15 µM; 0.2% of 360,000 active; AID 651654;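 active = mean lysis activity across replicates of at least 80%, whatever share of replicates individually reach that level; inactive = mean lysis activity below 80%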
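Test system: log-phase Cryptococcus neoformans yeast cells. Input: 5 × 10^6 yeast cells/mL. Medium: fresh YPD growth medium. Doses: single dose. Incubation: static 4 h at 37 °C with compound, 1 h detection. Measured by: luminescent adenylate kinase detection reagent. Read-out: signal increase indicating cell lysis. Benchmarks: Clomiphene.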
Active calls of the source: *; nt = not tested or not shown; & = joins results of further samples.

SMILES	ARNT-TACC3 inh	INS-1E GSIS act	PGC1a acetyl inh	C2C12 statin	PAX8 reporter	PglD DTNB	LGR2 inh	Cneo AK release
CC1CCCCN1S(=O)(=O)c1ccc(N(C(=O)c2cnccn2)C(C(=O)NC2CCCC2)c2cccs2)cc1 (stereo unspecified)	-2	-19	nt	nt	16	nt	12	nt
CC(/C=C/c1ccco1)=N/NC(=O)c1ccccc1Cl	6	nt	nt	nt	-23	-1	nt	-1
Cc1ccc([C@@H]2[C@@H]3C(=O)N(C)C(=O)[C@@H]3[C@@H]3C(=O)Nc4ccccc4C(=O)N23)cc1	7	2	nt	17	4	3	2	-6
CCn1nc(C(=O)N2CCN(Cc3nc4ccccc4s3)CC2)c2ccccc2c1=O	2	11	nt	-15	6	-4	-97	-3
COc1ccc(C(=O)Nc2ccccc2N2CCOCC2)cc1Br	-1	4	-1	117*	nt	-3	3	-2
CC(C)c1ccc(C(O)c2cnc(C(C)C)n2C)cc1 (stereo unspecified)	4	nt	2	-8	-111	5	-60	3
Cc1c(C(=O)O)sc2ncnc(N3CCCCC3C)c12 (stereo unspecified)	-5	nt	15	2	-11	0	nt	1
CC(C)(C)Nc1nc(N)nc(Cl)n1	-5	7	nt	nt	-16	nt	2	nt
Cc1csc(-c2cc(C(=O)NCc3cc(C(F)(F)F)cc(C(F)(F)F)c3)n[nH]2)c1	nt	nt	0	9	6	7	18	-1
C=CCNC(=O)c1cc(Cl)ccc1[N+](=O)[O-]	-5	16	-1	nt	1	-8	-8	18
CCCCOC(=O)Cn1c(=O)oc2ccc(C)cc21	-6	-9	nt	5	5	1	10	0
CCc1nc(CNC(=O)C2CCC(=O)N(CCc3ccc(OC)cc3)C2)cs1 (stereo unspecified)	0	-6	1	nt	15	-5	-4	3
O=C(NNC(=O)C1CCN(S(=O)(=O)c2ccc(Cl)cc2)CC1)c1ccc(Cl)cc1	5	6	nt	nt	nt	1	nt	-1
O=C(C[C@H]1C[C@@H]2c3cc(NC(=O)NC4CCCC4)ccc3O[C@@H]2[C@@H](CO)O1)NCc1ccccc1	-2	-5	-3	2	31	1	-9	52
COc1ccc(-c2nnn(CC(=O)N(CC(=O)NCCC(C)C)c3ccccc3)n2)cc1OC	-5	nt	-10	23	nt	3	nt	2
COc1ccc(C(c2sc3nc(C)nn3c2O)N2CCC3(CC2)OCCO3)cc1 (stereo unspecified)	3	nt	2	-23	nt	8	nt	0
COc1ccc(NC(=O)c2cc3c(COC(C)=O)cnc(C)c3oc2=Nc2cccc(C(=O)O)c2)c(OC)c1	-4	nt	-6	-20	nt	-4	-22	0
COC(=O)c1ccc(-n2cncn2)c(F)c1	-2	nt	nt	10	nt	-2	nt	-1
CCOc1ccc(C(=O)O)cn1	-25	3	2	7	nt	-1	15	2
Cc1ccc(C)c(NC2=NS(=O)(=O)c3ccccc32)c1	3	nt	1	-50	nt	-6	nt	0
Cc1ccc(NC(=O)NCc2ccccn2)cc1Cl	-1	-13	6	1	-70	-1	-11	2
COc1ccc([C@H]2N[C@]3(CCCN(CC4CCCCC4)C3=O)[C@H]3C(=O)N(C)C(=O)[C@@H]23)cc1	nt	-3	5	9	-17	0	8	0
COc1ccccc1NS(=O)(=O)c1cc(NC(=O)CNC(=O)c2cc(C)cc(C)c2)ccc1C	-1	10	-2	nt	nt	5	-6	8
O=C(O)c1cc2nc(-c3ccccc3)cc(-c3ccccc3)n2n1	27	-7	nt	nt	-6	nt	8	nt
CC(C)CC#Cc1cnc2c(c1)C(=O)N([C@H](C)CO)C[C@@H](C)[C@H](CN(C)C(=O)CC1CC1)O2	-2	-13	-5	nt	nt	3	2	1
COc1ccc(S(=O)(=O)N2CCC(C)CC2)cc1Br	-3	nt	-7	-1	nt	0	nt	-4
C[C@@H]1CCCCO[C@@H](CN(C)C(=O)Nc2cccc3ccccc23)[C@H](C)CN([C@@H](C)CO)C(=O)c2cc(NS(=O)(=O)c3cn(C)cn3)ccc2O1	55*	-5	-12	nt	23	-3	1	-16
O=C1c2cccnc2C(O)N1Cc1ccc(F)cc1 (stereo unspecified)	-2	2	-2	-14	nt	nt	nt	nt
CCOC(=O)C1=CCN(S(=O)(=O)c2ccccc2Cl)C1c1ccccc1 (stereo unspecified)	nt	-15	-10	7	10	-5	8	0
CC1CCCN(C(=O)c2cc3c(=O)n4ccccc4nc3s2)C1 (stereo unspecified)	nt	3	2	8	-76	-2	-38	0
CCOc1ccc(NC(=O)CCN2C(=O)c3cccc([N+](=O)[O-])c3C2=O)cc1	-15	1	23	-7	8	11	8	4
C/C(=N\NC(=O)CN1CCCCC1)c1ccccc1O	36	-2	44*	4	-6	-4	14	-3
CCC(=O)N(C)C[C@@H]1Oc2cc(C#Cc3ccccn3)ccc2S(=O)(=O)N([C@H](C)CO)C[C@H]1C	-1	9	11	-3	nt	3	14	-9
c1ccc(-c2nccc(-c3ccc4c(c3)OCO4)n2)cc1	-9	0	2	-14	-90	7	-69	6
CCCN1C2CCCC1CC(NC(=O)c1cccc([N+](=O)[O-])c1)C2 (stereo unspecified)	-10	nt	-4	-2	2	0	-1	-1
O=C(Cc1ccccc1)Nc1ccc(-c2nnc(-c3ccco3)o2)cc1	-4	nt	-4	3	nt	-4	nt	2
O=C(CCN1C(=O)/C(=C/c2ccc(F)cc2)SC1=S)N[C@@H](CO)Cc1ccccc1	1	-32	4	4	7	-7	9	-1
COc1ccccc1NC(=O)Cn1cnc2c(nnn2-c2ccc(C)cc2)c1=O	0	-11	nt	nt	1	nt	13	nt
CNC[C@@H]1Oc2c(NC(=O)C3CCOCC3)cccc2C(=O)N([C@H](C)CO)C[C@H]1C	nt	6	3	-4	1	2	-4	-1
CC(C)(C)C(=O)Nc1c2c(nc3c1CCC3)CCCC2	2	nt	3	-6	nt	-4	nt	-6
O=C(Nc1ccc(NC(=O)c2cccs2)cc1)c1cccnc1	-8	24	nt	nt	-17	nt	-1	nt
CCC(=O)N1C[C@@H](C)[C@H](OC)CN(C)C(=O)c2cc(NC(=O)c3ccno3)ccc2OC[C@@H]1C	nt	4	15	12	8	nt	-14	nt
CCOC(=O)c1cc2c(ccn2C)n1Cc1ccc(Cl)cc1	6	5	nt	nt	16	nt	-13	nt
C/C(=N\NC(=O)C(=O)Nc1c(C)n(C)n(-c2ccccc2)c1=O)c1ccncc1	5	13	nt	nt	5	nt	14	nt
CCOc1ccc(N(CC(=O)Nc2ccc(C)cc2)S(C)(=O)=O)cc1	3	-17	-1	-1	-144	6	-34	1
O=C(NC1CCN(C(=S)NCCc2ccccc2)CC1)C1CC1	-3	-4	nt	nt	-5	nt	2	nt
CCN(CC)Cc1nc2c(c(=O)[nH]1)C(CC)(CC)Cc1ccccc1-2	-1	13	nt	-7	-8	-4	10	0
C/C=C/c1ccc2c(c1)O[C@@H](CN(C)Cc1cccc(F)c1)[C@@H](C)CN([C@@H](C)CO)S2(=O)=O	5	8	-6	2	nt	-1	18	-11
CC1=Nc2cc(C(=O)NCCCN3CCN(C)CC3)ccc2Sc2ccc(C)cc21	-26	10	3	3	12	-3	-12	2
CC(C)NC(=O)NC(=O)COC(=O)/C=C/c1ccc2c(c1)OCO2	-6	13	4	2	3	-2	-1	0
COc1ccccc1CNCC(O)(c1ccc(F)cc1)c1ccc(F)cc1	0	-36	1	-1	10	-2	0	0
CCn1c(SC(=O)NC2CCCCC2)nnc1-c1cccs1	-3	nt	-1	-11	nt	0	nt	-5
CN1C(=O)c2cc(NC(=O)c3cccc(F)c3)ccc2OC[C@@H]2O[C@@H](CC(=O)NCC3CCCCC3)CC[C@H]21	-3&-3	-2&-21	nt	22&7	24&6	0&3	8&8	2&1
COCc1ccc(CN2CCCC(CO)(Cc3cccc(Cl)c3)C2)o1 (stereo unspecified)	3	14	nt	-11	-9	-5	8	3
CCOc1ccc(NC(=S)N2CCC(C(N)=O)CC2)cc1	-7	-3	-2	nt	6	-3	9	-5
CCOc1cc(C)c(S(=O)(=O)NCCCn2ccnc2)cc1C	nt	-14	-4	-8	6	2	19	-2
Cc1ccc(CN2CCNC(=O)C2CC(=O)NC2CCCCCC2)o1 (stereo unspecified)	nt	0	6	-4	3	-2	-3	0
COc1ccc(/C=N/NC(=O)c2ccc(CN3C(=O)c4cccc5cccc3c45)cc2)cc1O	1	15	nt	nt	21	nt	-7	nt
COc1ccc(NC(C)=O)cc1S(=O)(=O)NC(Cc1ccccc1)C(=O)NCc1ccccc1C (stereo unspecified)	-5	0	nt	3	-25	-1	-8	1
C[C@H]1CN([C@@H](C)CO)C(=O)c2cc(-c3ccc(C#N)cc3)cnc2O[C@H]1CN(C)C(=O)CC1CC1	-4	13	1	2	nt	0	-3	-1
(listing goes on)
SMILES	ARNT-TACC3 inh	INS-1E GSIS act	PGC1a acetyl inh	C2C12 statin	PAX8 reporter	PglD DTNB	LGR2 inh	Cneo AK release
CN(C)c1ccc(/C=N\NC(=O)c2ccc(Cn3cc(Cl)cn3)cc2)cc1	3	-13	-4	-2	nt	nt	-6	nt
Cc1ccc(-c2nnc(-c3ccccc3)o2)cc1Br	nt	4	13	nt	-237	2	-22	-4
Cn1c(=O)c2c(ncn2CC(N)=O)n(C)c1=O	-3	17	nt	-1	nt	1	-1	3
COc1ccc(C(=O)N2CCC2(C)C(=O)O)cc1F (stereo unspecified)	nt	19	11	9	-46	-3	18	0
O=[N+]([O-])c1ccc(N(CC(O)CN2CCCCC2)S(=O)(=O)c2ccccc2)cc1 (stereo unspecified)	-2	-6	-7	-37	-21	-7	7	0
Cc1nc2cc(NC(=O)Nc3ccccc3Cl)ccc2n1C	22	5	nt	nt	10	nt	51*	nt
CC(C)=C(NC(=O)c1ccccc1Br)C(=O)NCCc1nc2ccccc2[nH]1	-9	-6	-10	13	-3	nt	0	nt
COc1ccc(OCCSc2nc(-c3ccccc3)cc(=O)[nH]2)cc1	-29	1	-4	2	5	5	-43	0
O=C(NCCO)c1cc2ccccc2cc1O	-8	nt	6	-26	nt	-1	nt	1
COc1ccc(Cl)cc1C(=O)NNC(=O)COC(=O)c1ccc(Br)o1	nt	-1	-1	6	-13	1	21	-2
O=C(CSc1nc(-c2ccco2)cc(C(F)(F)F)n1)NCC1CCCO1 (stereo unspecified)	-35	14	-16	0	nt	0	1	1
Cc1ccc(NC(=O)CCc2nc3ccccc3c(=O)[nH]2)cc1S(=O)(=O)N1CCOCC1	nt	-10	nt	-5	nt	4	-3	-5
Cc1ccc(C(=O)Nc2ncc(Cc3ccccc3)s2)o1	-4	nt	5	2	-150	-4	nt	3
Cc1ccc(-c2cnc3c(c2)C(=O)N([C@@H](C)CO)C[C@@H](C)[C@H](CN(C)C(=O)c2ccccc2)O3)cc1	1	-24	3	29	15	1	-12	0
CCCN1C(=O)/C(=C/c2ccc(N3CCOCC3)cc2)NC1=S	-4	3	-5	nt	-13	nt	22	nt
COc1ccc(CCNC(=O)c2nnn(CC(=O)Nc3ccccc3)c2N)cc1OC	-2	nt	10	2	nt	-1	nt	-1
Cc1ccc(S(=O)(=O)N(C)C[C@@H]2OCCCC[C@@H](C)Oc3ccc(NC(=O)Nc4ccc(F)cc4)cc3C(=O)N([C@@H](C)CO)C[C@H]2C)cc1	-6	12	3	nt	-18	2	10	50

An excerpt from above in order of length of the SMILES, smallest number first.
SMILES	ARNT-TACC3 inh	INS-1E GSIS act	PGC1a acetyl inh	C2C12 statin	PAX8 reporter	PglD DTNB	LGR2 inh	Cneo AK release
Cc1ccc(C(=O)Nc2ncc(Cc3ccccc3)s2)o1	-4	nt	5	2	-150	-4	nt	3
COc1ccc(OCCSc2nc(-c3ccccc3)cc(=O)[nH]2)cc1	-29	1	-4	2	5	5	-43	0
O=[N+]([O-])c1ccc(N(CC(O)CN2CCCCC2)S(=O)(=O)c2ccccc2)cc1 (stereo unspecified)	-2	-6	-7	-37	-21	-7	7	0

Bioassay records as filed in PubChem BioAssay.

Rows are unselected, and some 2.9% of all compounds hit somewhere here.
